D2 PAM: HTS Assay for Positive Allosteric Modulators of the Human D2 Dopamine Receptor: Primary Screen for Potentiators. potentiation, % at 10 µM. 0.34% of 340,000 active. D(2) dopamine receptor (Homo sapiens), P14416. HEK293 T-REx D2, calcium flux, EC20 dopamine potentiation;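 active means potentiation over 3 SD above the plate norm, cut at about 30% in these data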; further: 0% is about no effect
Target sequence (P14416 whole entry, looked up): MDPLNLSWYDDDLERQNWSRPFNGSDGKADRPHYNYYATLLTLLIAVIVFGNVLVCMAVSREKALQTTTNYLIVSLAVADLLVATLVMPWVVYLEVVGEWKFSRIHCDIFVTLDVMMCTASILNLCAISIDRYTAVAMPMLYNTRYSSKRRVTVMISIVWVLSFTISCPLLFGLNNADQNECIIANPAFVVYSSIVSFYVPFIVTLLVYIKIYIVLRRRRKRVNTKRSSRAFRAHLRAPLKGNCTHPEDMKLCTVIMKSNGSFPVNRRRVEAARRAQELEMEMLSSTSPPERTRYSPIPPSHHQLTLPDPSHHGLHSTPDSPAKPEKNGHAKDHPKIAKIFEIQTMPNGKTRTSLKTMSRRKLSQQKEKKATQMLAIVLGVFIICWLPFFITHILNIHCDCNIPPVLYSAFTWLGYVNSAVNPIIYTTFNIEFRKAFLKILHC
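Cells plated with tetracycline inducer and held overnight at 30 C; calcium dye loaded 30–90 min at room temperature; baseline taken, compound added and read 180 s; EC20 dopamine then added and read 180 s.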
D1 ag: Allosteric Agonists of the Human D1 Dopamine Receptor: qHTS; D(1A) dopamine receptor (Homo sapiens), P21728; HEK293 T-REx D1 cells, calcium flux, agonist mode; activation, % at 2 µM; 1% of 360,000 active; AID 504660, 2011; further: 0% is about no effect
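Agonism was scored from calcium flux recorded over 180 s (1 read/s) after pintool compound addition, following a 10-cycle baseline. Cells were inducible force-coupled HEK293 TREx D1, plated overnight at 30 C and loaded with no-wash calcium dye.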
D2 agonist: HTS Assay for Allosteric Agonists of the Human D2 Dopamine Receptor: Primary Screen for Agonists. HEK293 T-REx D2 cells, calcium flux agonist mode. activation, % at 2 µM. 0.53% of 340,000 active. AID 485358, 2010;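 active means activation over 3 SD above normal in the single-dose calcium agonist read, cut at about 30% in these data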; further: 0% is about no effect
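HEK293 Trex D2 cells, tetracycline-induced, o/n 30 C 5% CO2; no-wash Ca dye, RT 30–90 min; 10-cycle baseline, 23 nl cpd added, kinetic Ca read 180 s; agonist hits = positive Ca response.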
TRHR enhancer: qHTS for Small Molecule Agonists and Allosteric Enhancers of Human TRH Receptor: Primary Screen for Enhancers; Thyrotropin-releasing hormone receptor (Homo sapiens), P34981; TRHR cells, fluo-8 calcium fluorescence, EC20 TRH enhancement; enhancement, % at 2 µM; 0.66% of 360,000 active; in the data active means enhancement above about 30%; further: 0% is about no effect
Target sequence (P34981 whole entry, looked up): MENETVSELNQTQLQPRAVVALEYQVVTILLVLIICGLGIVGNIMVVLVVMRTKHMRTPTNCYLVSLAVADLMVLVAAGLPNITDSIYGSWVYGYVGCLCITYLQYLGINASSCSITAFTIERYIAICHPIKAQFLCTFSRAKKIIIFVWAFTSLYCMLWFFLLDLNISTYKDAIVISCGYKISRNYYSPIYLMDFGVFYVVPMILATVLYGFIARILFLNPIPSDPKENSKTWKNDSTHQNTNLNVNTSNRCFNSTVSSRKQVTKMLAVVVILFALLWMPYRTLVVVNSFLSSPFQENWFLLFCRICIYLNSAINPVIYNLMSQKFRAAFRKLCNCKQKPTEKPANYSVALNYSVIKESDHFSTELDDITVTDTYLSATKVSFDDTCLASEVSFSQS
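Enhancer read-out: after compound pinning and an initial kinetic agonist-mode read, an EC20 of TRH (10 nM final) was injected and fluo-8 calcium signal (Ex 480/Em 530) followed at 1 s/cycle for 100 cycles in TRHR-expressing cells.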
RXFP1 antagonist: qHTS Assay for Antagonists of the Relaxin Receptor RXFP1 | activity change, negative = inhibition, % at 57.5 µM | HEK293-RXFP1, relaxin-stimulated cAMP HTRF, 30 min; hits give low values | Relaxin receptor 1 (Homo sapiens), Q9HBX9 | 0.59% of 350,000 active | AID 1259400, 2018;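 active means activity change of -60% or lower, but not beyond a set lower limit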; further: on the % scale 0 is the no-effect control and ±100 the full control effect
D2 antagonist: HTS Assay for Allosteric Antagonists of the Human D2 Dopamine Receptor: Primary Screen for Antagonists. inhibition, % at 10 µM. 2% of 340,000 active. HEK293 TREx D2 cells, calcium flux, dopamine EC80. D(2) dopamine receptor (Homo sapiens), P14416; in the data active means inhibition above about 30%; further: 0% is about no effect
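Tetracycline-induced HEK293 T-REx cells expressing D2 force-coupled to calcium signalling were dye-loaded, exposed to compound for 180 s, then challenged with an EC80 of dopamine; calcium flux was followed kinetically for a further 180 s.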
D1 antag: Antagonist of Human D 1 Dopamine Receptor: qHTS; activity change, negative = inhibition, % at 10 µM; AID 504652, 2011; HEK293 TREx D1 cells, calcium flux, dopamine EC80; hits give low values; D(1A) dopamine receptor (Homo sapiens), P21728; 3.2% of 360,000 active; in the data active means activity change below about -30%; further: on the % scale 0 is the no-effect control and ±100 the full control effect
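After overnight tetracycline induction at 30 C, force-coupled D1 HEK293 cells took up a no-wash calcium dye at room temperature. Compounds were added and monitored 180 s, and the response to EC80 dopamine was then recorded.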
D1 potentiator: Potentiators of Human D1 Dopamine Receptor: qHTS; HEK293 TREx D1 cells, calcium flux, dopamine EC20 potentiation; potentiation, % at 10 µM; 0.036% of 360,000 active; AID 504651, 2011; in the data active means potentiation above about 30%; further: 0% is about no effect
TRHR ag: qHTS for Small Molecule Agonists and Allosteric Enhancers of Human TRH Receptor: Primary Screen for Agonists; AID 493084, 2011; Thyrotropin-releasing hormone receptor (Homo sapiens), P34981; TRHR cells, calcium flux fluo-8, FDSS agonist mode; 0.18% of 360,000 active; activation, % at 2 µM; further: 0% is about no effect
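Steps: seed TRHR cells overnight; add fluo-8 no-wash Ca dye, RT 30 min–1.5 h; record 10 s baseline; pin-transfer compounds; monitor fluorescence 1 cycle/s for the agonist window. Calcium increases flag candidate agonists.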
* hit, by the source's call. Unless noted, no stated cut-off is given here; in the data, active means activation above about 30%; inactive means the rest.

What do the screens show for `CNC(=O)c1ccsc1NC(=O)c1coc2ccccc2c1=O`?
D2 PAM: 5.2; D1 ag: 2.6; D2 agonist: 0.9; TRHR enhancer: 22.2; D2 antagonist: -3.1; D1 antag: 0.6; D1 potentiator: -3.1; TRHR ag: -0.3

Results for CC(CCc1ccccc1)NC(=O)Cn1ncc2c3ccccc3n(Cc3ccc(F)cc3)c2c1=O (configuration not stated) ?
D2 PAM: -3.3; D1 ag: 1.8; D2 agonist: -0.8; TRHR enhancer: -0.1; RXFP1 antagonist: 1.5; D1 antag: -16.4; D1 potentiator: -0.1; TRHR ag: 0.5

Results for Cc1cccc(C)c1OCC(O)CNC(C)c1ccccc1 (configuration not stated) ?
D2 PAM: 3.1; D1 ag: 28.6; D2 agonist: 0.2; TRHR enhancer: 5.5; RXFP1 antagonist: -8.0; D2 antagonist: 6.6; D1 antag: 28.0; D1 potentiator: -2.4; TRHR ag: 0.9

How did Cc1ccc(NS(=O)(=O)c2ccc(C(=O)NCc3ccncc3)cc2)cc1 do in these assays?
D2 PAM: 16.8; D1 ag: 26.5; D2 agonist: 10.3; TRHR enhancer: 9.8; RXFP1 antagonist: -3.4; D2 antagonist: -7.7; D1 antag: 13.1; D1 potentiator: 7.7; TRHR ag: 4.3

How did COc1ccc(COCC(O)CN2CCC(C(N)=O)CC2)cc1 (configuration not stated) do in these assays?
D2 PAM: 0.8; D1 ag: 2.8; D2 agonist: 1.3; TRHR enhancer: -0.9; RXFP1 antagonist: -2.0; D2 antagonist: -7.6; D1 antag: 8.9; D1 potentiator: 0.3; TRHR ag: 0.3

What do the screens show for `Cc1nc(-c2ccc(S(=O)(=O)N3CCN(Cc4ccccc4)CC3)s2)cs1`?
D2 PAM: 5.4; D1 ag: 5.0; D2 agonist: -0.9; TRHR enhancer: 3.7; RXFP1 antagonist: 2.1; D2 antagonist: -0.9; D1 antag: -6.7; D1 potentiator: -7.0; TRHR ag: 0.3

What do the screens show for `Cc1c(OCC(=O)NCCCN2CCOCC2)ccc2c1oc(=O)c1ccccc12`?
D2 PAM: -1.0; D1 ag: 7.0; D2 agonist: 1.0; TRHR enhancer: 5.0; RXFP1 antagonist: 1.6; D2 antagonist: -1.8; D1 antag: -5.8; D1 potentiator: 7.8; TRHR ag: 0.1

What do the screens show for `COC(CNC(=O)c1c[nH]c2ccc(S(=O)(=O)N3CCC4(CC3)OCCO4)cc2c1=O)OC`?
D2 PAM: -1.0; D1 ag: 2.5; D2 agonist: -2.2; TRHR enhancer: 2.9; RXFP1 antagonist: -11.0; D2 antagonist: -1.3; D1 antag: 0.9; D1 potentiator: -0.2; TRHR ag: -0.5

Results for O=C(NCCc1csc(-c2cccc(F)c2)n1)C(=O)Nc1cc(F)ccc1F ?
D2 PAM: -3.1; D1 ag: 23.3; D2 agonist: -0.9; TRHR enhancer: -0.1; RXFP1 antagonist: 4.8; D1 antag: -10.7; D1 potentiator: -1.2; TRHR ag: 1.4

What do the screens show for `N#Cc1ccc(CSc2nnc3[nH]c(=O)cc(N)n23)cc1`?
D2 PAM: -0.2; D1 ag: 6.9; D2 agonist: -3.5; TRHR enhancer: -3.8; RXFP1 antagonist: 18.6; D2 antagonist: -19.0; D1 antag: -1.9; D1 potentiator: -3.4; TRHR ag: 0.2

What do the screens show for `N#Cc1ccc(C(=O)Nc2ccc(Cl)c(-c3nc4cc(Cl)ccc4o3)c2)c(F)c1`?
D2 PAM: -5.5; D1 ag: 3.4; D2 agonist: -0.8; TRHR enhancer: -8.7; RXFP1 antagonist: -15.1; D1 antag: 22.2; D1 potentiator: -3.7; TRHR ag: 2.7

What do the screens show for `CCCCN(Cc1cc2ccccc2[nH]c1=O)S(C)(=O)=O`?
D2 PAM: 14.1; D1 ag: 6.5; D2 agonist: 1.8; TRHR enhancer: -1.2; RXFP1 antagonist: -1.1; D2 antagonist: 7.0; D1 antag: -2.9; D1 potentiator: 2.0; TRHR ag: 0.1

How did COc1ccc(/C=C/C(=O)Nc2cccc(F)c2)cc1 do in these assays?
D2 PAM: -5.9; D1 ag: -1.4; D2 agonist: -1.3; TRHR enhancer: -0.8; RXFP1 antagonist: -8.4; D1 antag: 8.5; D1 potentiator: -1.1; TRHR ag: -1.0

What do the screens show for `O=C(COc1ccccc1Cl)N1CCN(c2ccccn2)CC1`?
D2 PAM: -2.3; D1 ag: 2.0; D2 agonist: -0.2; TRHR enhancer: 2.5; RXFP1 antagonist: -19.5; D2 antagonist: 9.9; D1 antag: -15.3; D1 potentiator: -1.7; TRHR ag: -0.2

What do the screens show for `O=[N+]([O-])c1ccccc1N/N=C/c1ccccc1`?
D2 PAM: -0.8; D1 ag: 1.3; D2 agonist: 0.0; TRHR enhancer: 0.3; RXFP1 antagonist: 3.8; D2 antagonist: 14.9; D1 antag: -13.2; D1 potentiator: 4.0; TRHR ag: -0.1

Results for Cc1ccc(-n2c(-c3cnccn3)n[nH]c2=S)c(Br)c1 ?
D2 PAM: 0.8; D1 ag: 3.9; D2 agonist: -0.6; TRHR enhancer: -5.7; RXFP1 antagonist: 10.1; D2 antagonist: -6.9; D1 antag: 5.8; D1 potentiator: -2.9; TRHR ag: 0.5

How did Cc1nn(Cc2ccccc2Cl)c(C)c1C(=O)N(C)CC(=O)Nc1cccc(F)c1 do in these assays?
D2 PAM: 1.3; D1 ag: 2.4; D2 agonist: -0.2; TRHR enhancer: 3.1; RXFP1 antagonist: -0.3; D2 antagonist: -3.8; D1 antag: -6.3; D1 potentiator: -4.5; TRHR ag: -0.2

What do the screens show for `COc1ccc(-n2c(C)cc(C(=O)CSc3nn4c(=O)c(C(C)(C)C)nnc4s3)c2C)cc1`?
D2 PAM: -3.9; D1 ag: 2.0; D2 agonist: -1.1; TRHR enhancer: 3.0; RXFP1 antagonist: 4.8; D2 antagonist: -8.0; D1 antag: 5.2; D1 potentiator: -3.9; TRHR ag: 0.2

Results for CCOc1c2ccccc2nn1CCOC ?
D2 PAM: -17.5; D1 ag: 2.0; D2 agonist: -0.2; TRHR enhancer: 6.1; D2 antagonist: 2.1; D1 antag: 35.2; D1 potentiator: -3.8; TRHR ag: -0.1

Results for O=C(CCC1CCN(C(=O)c2cncs2)CC1)Nc1ccccc1 ?
D2 PAM: -18.2; D1 ag: 5.1; D2 agonist: 0.6; TRHR enhancer: -8.7; RXFP1 antagonist: -3.1; D2 antagonist: -8.4; D1 antag: 5.2; D1 potentiator: -2.0; TRHR ag: 0.0

What do the screens show for `CCNS(=O)(=O)c1ccc(NC(=O)c2ccccc2OCC)cc1`?
D2 PAM: 11.7; D1 ag: 1.6; D2 agonist: -2.7; TRHR enhancer: -1.8; RXFP1 antagonist: 15.1; D2 antagonist: 5.0; D1 antag: 9.0; D1 potentiator: -0.8; TRHR ag: -0.2

How did Cc1ccc(C(=O)N/N=C\c2ccc([N+](=O)[O-])o2)cn1 do in these assays?
D2 PAM: 1.6; D1 ag: 2.2; D2 agonist: 0.3; TRHR enhancer: -3.3; RXFP1 antagonist: -14.2; D2 antagonist: -21.5; D1 antag: -3.9; D1 potentiator: -1.4; TRHR ag: -0.7

Results for CN(c1ccccc1)S(=O)(=O)c1cccc(NC(=O)CCNC(=O)c2ccccc2)c1 ?
D2 PAM: 8.1; D1 ag: -0.2; D2 agonist: 0.4; TRHR enhancer: -2.5; RXFP1 antagonist: 3.4; D2 antagonist: -16.1; D1 antag: -43.3*; D1 potentiator: -9.8; TRHR ag: 1.6

How did COC(=O)c1ccc2c(=O)n(CC3CCCO3)c(SCC(=O)Nc3ccc(OC)cc3OC)nc2c1 (configuration not stated) do in these assays?
D2 PAM: 21.5; D1 ag: 0.8; D2 agonist: -0.7; TRHR enhancer: 4.6; RXFP1 antagonist: -1.9; D2 antagonist: -31.1; D1 antag: 5.6; D1 potentiator: 1.2; TRHR ag: -1.1

How did CC(C)(C)OC(=O)N1CCC(c2c(C(=O)NCc3ccco3)cnn2-c2ccc(F)cc2F)CC1 do in these assays?
D1 ag: 0.5; D2 agonist: 0.1; TRHR enhancer: -6.6; RXFP1 antagonist: -15.0; D1 antag: -8.7; D1 potentiator: -1.4; TRHR ag: 1.3

What do the screens show for `COc1ccc(CNC(=O)CSCc2c(F)cccc2Cl)cc1`?
D2 PAM: -4.3; D1 ag: 4.7; D2 agonist: -0.1; TRHR enhancer: -2.1; RXFP1 antagonist: 1.8; D2 antagonist: -2.4; D1 antag: 17.7; D1 potentiator: 0.9; TRHR ag: -1.0

What do the screens show for `COc1ccc(Cc2nc3ccc(C(=O)NCC4COCCO4)cc3o2)cc1` (configuration not stated)?
D1 ag: 2.1; TRHR enhancer: -2.7; RXFP1 antagonist: 0.3; D1 antag: 3.5; D1 potentiator: 2.2; TRHR ag: -0.1

How did CC(=O)c1ccc(N(C(=O)c2ccco2)C(C(=O)NC2CCCC2)c2cccs2)cc1 (configuration not stated) do in these assays?
D2 PAM: -4.3; D1 ag: 3.4; D2 agonist: -0.7; TRHR enhancer: 2.9; RXFP1 antagonist: 7.8; D2 antagonist: -4.9; D1 antag: -23.8; D1 potentiator: -6.2; TRHR ag: 0.1

How did Cn1cnnc1SCCC(=O)Nc1ccccc1 do in these assays?
D2 PAM: -0.7; D1 ag: 0.4; D2 agonist: -0.2; TRHR enhancer: 2.9; RXFP1 antagonist: 8.8; D2 antagonist: 3.7; D1 antag: -4.2; D1 potentiator: 6.2; TRHR ag: 0.3

Bioassay records deposited in PubChem by National Center for Advancing Translational Sciences (NCATS).
